Screening data as filed in PubChem.
Dicer processing: inhibitors of human Dicer processing of pre-microRNA; cat-ELCCA pre-miR-21 Dicer processing, chemiluminescence; active compounds read high; Q9UPY3; z-score at 25 µM; actives 6% (n = 47,000); in the data active = z-score above about 3, passing the limit was not always enough;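 also: plate controls were vehicle for no effect and no enzyme for full effect; higher signal means more uncleaved substrate so more Dicer inhibition; strong numbers were not always called active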
Target sequence (Q9UPY3 whole entry, looked up): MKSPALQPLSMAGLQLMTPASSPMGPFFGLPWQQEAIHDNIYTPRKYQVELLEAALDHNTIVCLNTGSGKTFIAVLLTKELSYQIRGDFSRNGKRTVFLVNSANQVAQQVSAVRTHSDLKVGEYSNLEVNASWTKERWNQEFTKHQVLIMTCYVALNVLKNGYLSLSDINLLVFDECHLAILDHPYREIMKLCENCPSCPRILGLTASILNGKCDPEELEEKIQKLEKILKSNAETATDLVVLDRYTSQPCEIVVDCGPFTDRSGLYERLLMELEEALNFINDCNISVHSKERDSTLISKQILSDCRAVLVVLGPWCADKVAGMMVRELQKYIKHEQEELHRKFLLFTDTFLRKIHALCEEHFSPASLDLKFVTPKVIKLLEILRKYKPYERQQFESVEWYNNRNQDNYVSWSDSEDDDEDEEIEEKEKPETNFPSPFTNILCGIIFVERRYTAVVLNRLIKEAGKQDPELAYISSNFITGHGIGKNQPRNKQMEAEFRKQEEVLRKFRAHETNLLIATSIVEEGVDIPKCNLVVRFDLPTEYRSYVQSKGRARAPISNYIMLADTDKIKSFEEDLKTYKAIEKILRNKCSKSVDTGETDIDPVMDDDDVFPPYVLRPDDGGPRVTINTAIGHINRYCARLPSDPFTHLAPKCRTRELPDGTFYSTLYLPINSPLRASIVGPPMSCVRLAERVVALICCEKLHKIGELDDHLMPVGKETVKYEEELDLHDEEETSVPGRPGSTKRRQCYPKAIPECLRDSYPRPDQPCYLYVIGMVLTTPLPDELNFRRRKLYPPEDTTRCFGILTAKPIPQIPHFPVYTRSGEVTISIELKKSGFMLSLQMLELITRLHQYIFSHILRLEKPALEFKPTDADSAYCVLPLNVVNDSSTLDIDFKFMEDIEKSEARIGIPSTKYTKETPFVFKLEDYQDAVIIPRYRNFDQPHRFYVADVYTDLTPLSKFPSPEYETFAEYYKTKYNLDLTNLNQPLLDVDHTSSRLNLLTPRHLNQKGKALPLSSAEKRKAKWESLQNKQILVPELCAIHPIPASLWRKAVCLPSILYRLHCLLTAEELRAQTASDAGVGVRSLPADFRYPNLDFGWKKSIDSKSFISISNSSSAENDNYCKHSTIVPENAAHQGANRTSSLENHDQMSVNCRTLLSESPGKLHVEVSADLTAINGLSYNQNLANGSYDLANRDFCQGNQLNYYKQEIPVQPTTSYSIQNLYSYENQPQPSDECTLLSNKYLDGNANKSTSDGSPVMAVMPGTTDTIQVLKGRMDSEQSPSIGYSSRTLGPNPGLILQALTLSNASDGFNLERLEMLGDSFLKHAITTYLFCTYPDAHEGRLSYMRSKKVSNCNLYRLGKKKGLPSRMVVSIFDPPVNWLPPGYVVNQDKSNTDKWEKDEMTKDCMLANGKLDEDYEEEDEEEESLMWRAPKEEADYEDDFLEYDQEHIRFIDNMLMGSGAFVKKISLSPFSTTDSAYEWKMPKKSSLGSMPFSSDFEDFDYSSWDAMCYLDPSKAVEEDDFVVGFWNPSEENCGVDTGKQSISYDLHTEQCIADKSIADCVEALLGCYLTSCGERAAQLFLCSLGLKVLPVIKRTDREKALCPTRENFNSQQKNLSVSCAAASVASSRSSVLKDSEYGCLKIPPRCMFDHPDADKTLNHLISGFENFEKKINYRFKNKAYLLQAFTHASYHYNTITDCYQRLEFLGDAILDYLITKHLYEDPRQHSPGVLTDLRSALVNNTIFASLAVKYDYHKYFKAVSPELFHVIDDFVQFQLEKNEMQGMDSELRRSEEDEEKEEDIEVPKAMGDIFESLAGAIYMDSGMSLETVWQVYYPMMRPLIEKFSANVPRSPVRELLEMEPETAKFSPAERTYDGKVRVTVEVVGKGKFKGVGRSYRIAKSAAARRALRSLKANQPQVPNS
* marks the source's active call; other numbers are inactive results. Only part of the results is shown; count on the stated rates, not on these rows.

SMILES | Dicer processing
COCCOC(=O)C1=C(C)N=C2SCCC(=O)N2C1c1ccccc1Cl (configuration not stated) | -0.24
CC(C)(C)NC(=O)c1cc2n(n1)C(C(F)(F)F)CC(c1ccco1)N2 (configuration not stated) | -0.06
COCCOC(=O)c1c(C)n(S(C)(=O)=O)c2ccc(NS(C)(=O)=O)cc12 | 0.91
CCOC(=O)C(O)(c1ccc(NC)cc1)C(F)(F)F (configuration not stated) | 31
CSc1scc(-c2ccc(Cl)cc2)c1C#N | 1.1
O=C(CCc1nc(-c2ccc(Cl)cc2)no1)NNS(=O)(=O)c1cc(Cl)c(Cl)cc1Cl | 0.83
Cc1[nH]n(-c2ccccc2)c(=S)c1C=Nc1ccccc1Cl | -5.4
CNC(=O)Sc1ccccc1Cl | -1.4
O=C(Nc1ccc(Br)c(C(F)(F)F)c1)c1csc(-c2cccc(Cl)c2Cl)n1 | 1.3
O=C(OCc1nc2c(ccc3ccccc32)[nH]1)C1CCCCC1 | -5.4
O=c1oc(-c2ccccc2)nc2c1oc1ccc(Cl)cc12 | 2.5
Nc1cc(=O)[nH]c(=O)n1Cc1ccccc1 | -1.1
CSc1nc(C)nc(N/C=C(\C#N)S(=O)(=O)c2ccccc2)n1 | 0.61
N#Cc1cn(C2CCN(Cc3ccccc3)CC2)c(=O)[nH]c1=O | -1.2
CC(C)(C)NC(=S)N/N=C/c1ccccc1O | 5.7
O=C(O)C1c2ccccc2-c2ccccc21 | -0.59
CC(C)(C)c1ccc(OCCS(=O)(=O)c2nc3ccccc3[nH]2)cc1 | -0.17
Cc1nn(C(=O)c2ccccc2)c(C)c1Oc1ccc(Cl)cc1 | 0.98
Cc1nc2ccccc2c(=O)n1-c1cccc2ccccc12 | -0.23
CCOC(=O)/C(C#N)=C/c1ccc(OC)cc1OC | -0.42
O=C(/C=C/c1cccs1)NC(=S)Nc1ccc(S(=O)(=O)Nc2cc(F)ccc2F)cc1 | 0.56
CCOC(=O)c1c(C)nn(-c2ccc(NC(=O)NS(=O)(=O)c3ccc(C)cc3)cc2)c1C | -0.94
CCc1ccc(C2c3c(oc4cc(C)c(C)cc4c3=O)C(=O)N2CCCN(C)C)cc1 (configuration not stated) | 0.58
CCc1nc2ccccc2nc1N1CCN(C(=O)Nc2ccccc2)CC1 | 0.61
COc1cccc2c1c(NC(=O)CCC(=O)O)nn2C | -2.4
COc1ccc(-c2cc(=O)c3c(=O)n(-c4ccccc4)[nH]c3[nH]2)cc1 | -1
CCCOc1ccc(C2c3c(oc4ccccc4c3=O)C(=O)N2c2nncs2)cc1 (configuration not stated) | 1.1
COCCN1C(=O)c2oc3ccc(F)cc3c(=O)c2C1c1ccc(O)c(OC)c1 (configuration not stated) | -0.93
COc1cccc2c1NC(c1ccc(Br)cc1)C1CC=CC21 (configuration not stated) | 40
Brc1ccc(-c2cn3ccccc3n2)cc1 | -0.53

Structures from the list above with a tert-butyl group (3):
SMILES | Dicer processing
CC(C)(C)NC(=O)c1cc2n(n1)C(C(F)(F)F)CC(c1ccco1)N2 (configuration not stated) | -0.06
CC(C)(C)NC(=S)N/N=C/c1ccccc1O | 5.7
CC(C)(C)c1ccc(OCCS(=O)(=O)c2nc3ccccc3[nH]2)cc1 | -0.17

Further results follow:
SMILES | Dicer processing
Clc1ccc(N2CCN(C3=Cc4ccccc4C3)CC2)cc1 | 2.2
O=C(c1cccs1)c1cn(CCOc2ccc(F)cc2)c2ccccc12 | 3.5*
CC1C(C#N)=C(SCC(=O)c2ccc(Cl)cc2)NC2=C1C(=O)CC(C)(C)C2 (configuration not stated) | 0.96
CCN(C1CCCCC1)S(=O)(=O)c1ccc(F)cc1 | 0.8
C=C1c2cc(C)c(C)cc2NC(=O)N1c1ccccc1 | 2.9
CC1=C(C(=O)OCCOC(C)C)C(c2ccc(O)cc2)C2=C(CC(C)(C)CC2=O)N1 (configuration not stated) | 1.7
CCCCCn1c(C2CC(=O)N(c3ccccc3)C2)nc2ccccc21 (configuration not stated) | 5.3*
CCCNC(C)C(=O)Nc1ccccc1C (configuration not stated) | -0.64
Cc1ccc(CNc2ccc(N3CCOCC3)cc2)s1 | 4*
CN1CCc2nc3sc(C(=O)Nc4ccc(F)cc4)c(N)c3cc2C1 | -1.5
CCOC(=O)c1sc(N2C(=O)c3oc4ccccc4c(=O)c3C2c2ccc(Cl)cc2)nc1C (configuration not stated) | -0.04
Cc1ccc(CNCc2ccccn2)s1 | -0.4
COc1ccc(CC2CCC(=NOC(=O)C3CCCCC3)CC2)cc1 (configuration not stated) | -0.14
CC(NCc1ccc(Sc2ccc(Br)cc2)c([N+](=O)[O-])c1)C(=O)O (configuration not stated) | -0.71
O=C(Nc1cccc(C(F)(F)F)c1)Nc1ccccc1SCc1ccc(Cl)cc1 | -1.3
O=C(Nc1ccc(Cl)c(Cl)c1)n1ccc(C(F)(F)F)n1 | 0.16
CS/C(=N/S(=O)(=O)c1ccccc1)NNC(=O)c1ccc(Cl)cc1 | 1.4
CCCCNC(=O)NS(=O)(=O)c1ccccc1Cl | -1.4
c1cnc2c(c1)ccc1cccnc12 | 1.8
CCn1c(NCc2cc(OC)ccc2OC)nc2ccccc21 | 2.8
c1ccc(CN2CCC3(CCCc4ccccc43)CC2)cc1 | -1.8
CCO/C=C1\SC(=S)N(c2ccc(C(C)C)cc2)C1=O | -0.14
COc1ccc(Br)cc1C1SCCN1S(=O)(=O)c1cccc(C)c1 (configuration not stated) | 2.9
O=C(Cn1nnc(N2CCCCC2)n1)NNC(=S)NC(=O)C1CC1 | 10
Cc1cccc(C2CC(=O)Nc3nc(N)[nH]c(=O)c32)c1 (configuration not stated) | 0.75
COc1ccc(-c2noc(COc3ccc(C)cc3C)n2)cc1OC | 0.65
CCOC(=O)C1=C(C)NC2=C(C(=O)CC(C)(C)C2)C1c1ccccc1OC(C)C (configuration not stated) | -0.79
Cc1ccc(-c2nc(NC(=O)CSc3nnc(C)s3)ns2)cc1 | 1.9
CCOC(=O)c1cc2c(NC(C)=O)c(C(=O)OCC)sc2nc1C(F)(F)F | -0.5
CCOc1c(Cl)cc(C2C3=C(CCCC3=O)N(CC(=O)O)C3=C2C(=O)CCC3)cc1OC | 1.5
CC1(C(=O)O)Cc2ccccc2C(=O)O1 (configuration not stated) | 3.9*
COC(=O)c1cc(S(=O)(=O)NC2CCCCNC2=O)oc1C (configuration not stated) | -0.73
Fc1cccc(Cl)c1CSC1=NCCN1 | 0.46
CCCOC(=O)C1=C(C)NC2=C(C(=O)CC(c3ccccc3)C2)C1c1ccccn1 (configuration not stated) | 1.5
O=C(CSc1nccc(-c2cccs2)n1)Nc1ccc(F)c(Cl)c1 | 0.19
COc1cc2[nH]c(Sc3ccc(Cl)cc3)c([N+](=O)[O-])c2cc1OC | -1.1
CC(C)(C)NC(=O)O/N=C(\N)c1ccc(NS(C)(=O)=O)cc1 | -0.7
COC(CNC(=S)Nc1cccc(Cl)c1Cl)OC | -1.2
Cc1nn(-c2ccccc2)cc1/C=N/Nc1nc2ccccc2s1 | 2.2
O=[N+]([O-])c1ccc(Sc2nnc(-c3cccc(Cl)c3)o2)nc1 | 0.64
Cc1ccc2occ(C3Nc4ccccc4NC4=C3C(=O)CC(c3ccccc3Cl)C4)c(=O)c2c1 (configuration not stated) | 2.3
O=[N+]([O-])c1cccc(-c2c[nH]c(=S)[nH]2)c1 | 0.89
CN1CCN(c2nnc(-c3ccc(Cl)cc3)c3ccccc23)CC1 | 1.9
N#Cc1sccc1COc1ccc(Cl)cc1 | -0.06
Cc1ccc2c(c1)-c1cc(C)nn1C(c1ccc(O)cc1)N2 (configuration not stated) | 0.19
CCCC(=O)Oc1ccc2c(=O)c(-c3ccc(OC)c(OC)c3)c(C(F)(F)F)oc2c1 | 0.89
Cc1nc(C(F)(F)F)ccc1NC(=O)c1ccc(C(F)(F)F)cc1 | 0.47
S=C(NCCc1ccccc1)Nc1cccc(Cl)c1Cl | 0.28
CSc1ccc(OCOc2ccc(SC)cc2)cc1 | -1.1
CCSc1nc2c(c(=O)n1C)C1(CCCC1)Cc1ccccc1-2 | 6.2*
O=C(NCc1csc2ccccc12)C1CC1 | 1.8
Cc1ccc(C(=O)Nc2ccc3[nH]cc(C#N)c3c2)cc1 | -0.19
CS(=O)(=O)c1sc(C#N)c2c1C(=O)CCC2 | 0.08
COC(=O)c1sc2c(c1NC(=O)c1ccccc1)CSc1ccc(Cl)cc1-2 | -0.96
CC(C)(C)c1ccc(OCC(=O)NN)c(C(C)(C)C)c1 | 0.87
CCOC(Cn1c2ccccc2c2ccccc21)OCC | -0.52
CCCCC(=O)N1c2ccccc2NC2=C(C(=O)CCC2)C1c1cccc(Br)c1 (configuration not stated) | -1.1
COC(=O)Cc1nc(NS(=O)(=O)c2cccc(C)c2)sc1C | 0.68
C#CC1(NC(=O)Nc2ccccc2)CCCCC1 | -0.38
Cc1ccc(/C=C/c2onc3c(=O)[nH]nc(C)c23)cc1 | -1.3

Reformatted as comma-separated lines: 4 of the compounds above
SMILES,Dicer processing
CCCCC(=O)N1c2ccccc2NC2=C(C(=O)CCC2)C1c1cccc(Br)c1 (configuration not stated),-1.1
COC(=O)Cc1nc(NS(=O)(=O)c2cccc(C)c2)sc1C,0.68
CCCC(=O)Oc1ccc2c(=O)c(-c3ccc(OC)c(OC)c3)c(C(F)(F)F)oc2c1,0.89
C#CC1(NC(=O)Nc2ccccc2)CCCCC1,-0.38

Remaining list, next part
SMILES | Dicer processing
COC(=O)c1sc(N2C(=O)c3oc4ccc(C)cc4c(=O)c3C2c2ccc(OC)cc2)nc1C (configuration not stated) | -0.04
CC1CCC2C(=O)N(c3ccc(C(C)(C)C)cc3)C(=O)C2C1 (configuration not stated) | -0.98
COc1cc(CO)cc(Br)c1OCC(=O)O | -0.12
O=C(COc1ccc2c(=O)c(Oc3ccccc3Br)coc2c1)OC1CCCCC1 | -0.81
CCOC(=O)C1C(=O)NC(N2CCOCC2)=NC1c1ccco1 (configuration not stated) | -0.37
CC(C)c1ccc(S(=O)(=O)N(C(=O)c2ccncc2)c2ccc3oc(=O)sc3c2)cc1 | 0.05
CSc1nnc(-c2ccc(S(=O)(=O)Nc3ccccc3Cl)s2)n1C | -0.47
O=C(c1ccccc1)c1c(Cl)cc(C(F)(F)F)cc1Cl | -0.78
CC1CC(=O)c2cnc(N3CCOCC3)nc2C1 (configuration not stated) | 2.3
Clc1cccc(Nc2nc3ccccc3s2)c1 | 0.39
Clc1ccccc1-c1nnc2n1-c1ccccc1SC2 | 0.35
Clc1cccc(SCc2cccc3ccccc23)c1Cl | -0.02
OC(CN1C2=NCCCN2c2ccccc21)c1ccc(Cl)cc1 (configuration not stated) | -0.23
CSc1n[nH]c(NS(=O)(=O)c2ccccc2Cl)c1-c1ccccn1 | 1.6
CC(=O)N[C@H]1[C@@H](OCc2ccccc2)O[C@@H]2COC(c3ccccc3)O[C@H]2[C@@H]1O (some centres not stated) | -0.18
CCOc1ccc(OCCSc2nnnn2-c2ccccc2)cc1 | 2.5
Cc1nc(-c2c(C(=O)N/N=C/c3c(Cl)cccc3Cl)noc2C)cs1 | 1.5
O=C1CC2(CCCC2)C(=O)N1c1ccc(S(=O)(=O)NCCc2cccs2)cc1Cl | -1.7
Clc1ccc(-c2nc3ccccc3[nH]2)cc1 | -1.5
Cn1ncc2c(O/N=C/c3ccc(Cl)cc3Cl)ncnc21 | 0.71
CCSC1=N/C(=C\c2ccc(OC(C)=O)c(OC)c2)C(=O)S1 | 0.35
CCN1C(=O)C(NC(C)=O)c2cc(C)cc(C)c21 (configuration not stated) | 0.67
CN(C)/C=N/NS(=O)(=O)c1ccc(Cl)c(Cl)c1 | -0.62
Cn1c(-c2ccc(Cl)cc2)cnc1SCc1c(Cl)cccc1Cl | -2.8
O=C1C(O)=C(O)C(=O)C(O)=C1O | -0.32
CCOC(=O)c1c(NC(=O)c2cc(C)on2)c2cc([N+](=O)[O-])ccc2n1C | 0.65
COC(=S)Nc1ccc(N2CC(C)OC(C)C2)cc1 (configuration not stated) | -0.17
N#Cc1sc(-c2ccc(F)cc2)cc1N=Cc1cccc([N+](=O)[O-])c1 | 0.14
O=C(c1ccccc1)N(C(=O)c1ccccc1)C(=O)c1ccccc1 | 1
CCn1nc(C)cc1-c1nnc(SC)n1-c1cccc(C(F)(F)F)c1 | -0.71

Four entries already listed, sorted by formula weight, lowest first:
SMILES | Dicer processing
Clc1ccccc1-c1nnc2n1-c1ccccc1SC2 | 0.35
CCO/C=C1\SC(=S)N(c2ccc(C(C)C)cc2)C1=O | -0.14
COc1ccc(-c2cc(=O)c3c(=O)n(-c4ccccc4)[nH]c3[nH]2)cc1 | -1
COc1ccc(CC2CCC(=NOC(=O)C3CCCCC3)CC2)cc1 (configuration not stated) | -0.14

Copied from the list.
`CNC(=O)Sc1ccccc1Cl` | Dicer processing: -1.4
`COc1cccc2c1NC(c1ccc(Br)cc1)C1CC=CC21` (configuration not stated) | Dicer processing: 40

Later entries:
SMILES | Dicer processing
CC(C)COC(=O)C(C)Oc1ccc2c(=O)c(-c3ccccc3)coc2c1 (configuration not stated) | 1.2
Cc1ccc(Oc2c(C)nc(N)[nH]c2=O)cc1 | 0.66
O=C(NC(=O)c1ccccc1O)c1cccs1 | -0.87
O=C1CC(c2ccc(F)cc2)Cc2nc(N3CCc4ccccc43)ncc21 (configuration not stated) | 1.1
CN(C)c1cc(NC(=O)Nc2ccccc2)c2ccccc2n1 | 1.1
OCCCNc1nc(-c2ccccc2)c2cc(Br)ccc2n1 | -0.93
CCCc1cc(=O)c2ccc(OC/C(C)=N/O)cc2o1 | 0.03
NC(=O)C1(N2CCCCC2)CCN(C2CC(=O)N(c3ccc(Br)cc3)C2=O)CC1 (configuration not stated) | 1.8
Cc1cc(=O)c2cc(Cl)ccc2s1 | 0.85
Clc1cc(Br)cc(Cl)c1-n1cccc1 | 0.02
C=CCC(C#Cc1ccccc1)N1CCCC1 (configuration not stated) | 0.73
CCOC(=O)c1c(C)nc2ccc(Cl)cc2c1-c1ccccc1 | 0.82
CCCCNC(=O)N1CCN(c2ncc(Br)cn2)CC1 | -0.22
